EPAC1 antagonist: antagonists of human EPAC1 | O95398 | EPAC1 GEF assay, Rap1b-BODIPY-GDP exchange fluorescence | Potency, µM (top dose mostly 115 µM), for the others: top-dose activity change, negative = inhibition, actives largely listed as inhibitors | actives 0.14% (n = 360,000);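 note: potency is the fitted concentration of half-maximal effect; plate controls were vehicle for no effect and positive control for full effect; nearly all actives have a fitted effect of over 50% in size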
Abeta yeast res: compounds reversing amyloid beta toxicity in yeast. yeast expressing A-beta42, growth rescue, OD600, 48 h; response scale: 0% DMSO, 100% iron-clioquinol control. Potency, µM (titrated, usually from 46.1 µM), inactives show top-dose growth rescue, hits mostly activators. actives 0.063% (n = 410,000); note: potency is the fitted concentration of half-maximal effect; nearly all actives have a fitted effect of over 55% in size
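Yeast A-beta toxicity model in growth medium with pinned compounds, 48 h at 30 C; growth read as absorbance at 600 nm. Normalized to FeCl3/clioquinol equimolar mix (positive) and DMSO (negative).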
PLK1 PBD inh: PLK1 (human) polo-box domain binding inhibition; Potency, µM, inactives show max response, negative = inhibition, hits mostly inhibitors; P53350; actives 2.8% (n = 360,000); Plk1 PBD binding of FITC phosphopeptide, fluorescence polarization; note: potency is the fitted concentration of half-maximal effect; series mostly up to about 57 µM; % is set by controls: 0 for no effect and ±100 for the full control effect; nearly all actives have a fitted effect of over 65% in size
WRN helicase inh: inhibitors of human WRN helicase; Q14191; actives 0.46% (n = 360,000); WRN helicase unwinding, fluorescent forked duplex, kinetic; Potency, µM (series often up to 114 µM), without a hit: at the highest dose activity change, negative = inhibition, most hits filed as inhibitors; AID 651768; note: potency is the fitted concentration of half-maximal effect; % is set by controls: 0 for no effect and ±100 for the full control effect; nearly all actives have a fitted effect of over 55% in size
Target sequence (Q14191 whole entry, looked up): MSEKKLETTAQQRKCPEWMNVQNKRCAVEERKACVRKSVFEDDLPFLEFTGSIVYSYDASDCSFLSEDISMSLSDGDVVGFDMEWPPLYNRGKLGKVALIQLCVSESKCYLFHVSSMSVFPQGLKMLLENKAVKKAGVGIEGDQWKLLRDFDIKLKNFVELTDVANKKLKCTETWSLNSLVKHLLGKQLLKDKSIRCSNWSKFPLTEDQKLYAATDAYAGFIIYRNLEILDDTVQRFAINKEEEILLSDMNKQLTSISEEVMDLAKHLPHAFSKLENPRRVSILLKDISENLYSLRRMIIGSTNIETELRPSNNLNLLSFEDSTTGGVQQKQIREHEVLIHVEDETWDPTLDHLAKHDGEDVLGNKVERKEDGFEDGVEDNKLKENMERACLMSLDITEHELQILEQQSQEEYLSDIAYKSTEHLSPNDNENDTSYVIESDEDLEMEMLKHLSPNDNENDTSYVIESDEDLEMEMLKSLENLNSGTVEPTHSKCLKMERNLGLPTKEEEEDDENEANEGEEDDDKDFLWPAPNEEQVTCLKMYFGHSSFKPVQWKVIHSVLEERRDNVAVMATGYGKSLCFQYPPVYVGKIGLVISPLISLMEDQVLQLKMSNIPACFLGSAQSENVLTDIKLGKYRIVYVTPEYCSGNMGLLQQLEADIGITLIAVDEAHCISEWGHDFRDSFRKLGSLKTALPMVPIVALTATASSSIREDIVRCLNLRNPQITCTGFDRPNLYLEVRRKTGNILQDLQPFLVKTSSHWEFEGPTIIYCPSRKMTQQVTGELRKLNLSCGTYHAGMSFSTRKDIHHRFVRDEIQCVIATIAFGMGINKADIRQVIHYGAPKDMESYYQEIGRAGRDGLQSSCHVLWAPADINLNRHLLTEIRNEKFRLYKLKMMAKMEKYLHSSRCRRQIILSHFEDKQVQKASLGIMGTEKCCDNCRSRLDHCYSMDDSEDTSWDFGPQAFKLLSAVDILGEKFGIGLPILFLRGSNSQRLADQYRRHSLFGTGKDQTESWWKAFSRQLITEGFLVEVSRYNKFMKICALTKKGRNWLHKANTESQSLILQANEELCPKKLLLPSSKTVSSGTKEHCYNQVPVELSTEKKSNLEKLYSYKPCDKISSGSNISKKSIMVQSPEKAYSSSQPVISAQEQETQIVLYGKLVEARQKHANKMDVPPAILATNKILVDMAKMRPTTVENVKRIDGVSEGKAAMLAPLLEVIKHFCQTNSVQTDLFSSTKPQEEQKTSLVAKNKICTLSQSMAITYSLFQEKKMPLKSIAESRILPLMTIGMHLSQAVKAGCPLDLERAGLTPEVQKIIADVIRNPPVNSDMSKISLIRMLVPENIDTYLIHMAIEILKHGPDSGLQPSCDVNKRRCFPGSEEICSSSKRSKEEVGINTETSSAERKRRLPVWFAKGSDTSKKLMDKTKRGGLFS
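WRN at 20 nM final was preincubated with compound for 15 min at room temperature; reaction started with 100 nM forked duplex oligonucleotide carrying fluorophore and quencher plus 2 mM ATP (final). Unwinding followed kinetically by red fluorescence (ex 525/em 598 nm).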
IL2 activator: IL-2 activation | IL-2 activation reporter assay, cell-based qHTS; stimulated with anti-CD3/CD4/CD28 beads; in transgenic mouse T cells | activation, % (series mostly up to about 46 µM) | actives 0.065% (n = 360,000) | AID 652025; in the data active = activation above about 50%; inconclusive = mostly about 30% to 49%; note: 0% is about no effect
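Readout: EGFP and DsRed signals by fluorescent plate cytometry. Unstimulated transgenic mouse T cells received compound 60 min before antibody-bead stimulation, then incubated 18 h at 37 degrees C.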
FUS yeast rescue: suppressors of FUS proteinopathy in yeast; actives 0.24% (n = 390,000); S. cerevisiae FUS-expressing, growth rescue, OD600, 24 h; Potency, µM (titrated, usually from 76.6 µM), inactives show at the top dose growth rescue (activation), usual class: activators; AID 1347120;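 note: potency is the fitted concentration of half-maximal effect; plate controls were DMSO vehicle for no effect and reference control for full effect; nearly all actives have a fitted effect of over 55% in size; some results filed as inactive show a strong effect at the top dose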
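S. cerevisiae expressing FUS from galactose induction served as the toxicity model. Growth after 24hr at 30C, read as absorbance at 600 nm, indicates suppression of toxicity; compounds dosed at several concentrations.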
PI5P4K alpha inh: inhibitors of human PI5P4K alpha; max response, %; actives 1.2% (n = 330,000); PI5P4Kalpha enzyme, ADP-Glo luminescence, 60 min; active compounds read low; AID 652105; P48426; active = max response of -50% or lower; inconclusive = between -30% and -50%; inactive = -30% or higher; note: value at the top dose of about 77 µM; % is set by controls: 0 for no effect and ±100 for the full control effect
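Human PI5P4Kalpha with substrate in 0.038 M HEPES pH 7.4, 0.28 mM EGTA, 0.1% CHAPS, 5% DMSO; reaction started with 5 microM ATP (final), 60 min at room temperature. ADP formed read by ADP-Glo luminescence.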
EPAC1 ag: EPAC1 (human) agonism | actives 0.073% (n = 360,000) | Potency, µM (titrated, usually from 154 µM), for inactives: top-dose activation, actives largely listed as activators | AID 720707 | EPAC1 agonist qHTS, biochemical assay; response scale: 100% = response to 6.5 mM cAMP; note: potency is the fitted concentration of half-maximal effect; nearly all actives have a fitted effect of over 60% in size
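Normalized to 6.5 mM cAMP, activity reflects EPAC1-catalysed release of BODIPY-GDP from Rap1B, followed kinetically over 30 min at 480 nm excitation, 540 nm emission. Reaction contained 100 nM EPAC1, 250 nM Rap1B-BODIPY-GDP, 50 uM GDP.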
aSyn yeast inh: alpha-synuclein toxicity inhibition in yeast; actives 0.14% (n = 370,000); Potency, µM (series often up to 46.1 µM), without a hit: at the top dose growth rescue (activation), most hits filed as activators; AID 652106; Yeast expressing alpha-synuclein, growth rescue, BacTiter-Glo, 24 h; note: potency is the fitted concentration of half-maximal effect; % of control where 0% means no effect; nearly all actives have a fitted effect of over 65% in size
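Readout is rescue of growth in alpha-synuclein-expressing yeast, so inhibitors of toxicity appear as activators. Growth after 24 hr at 30 deg C in galactose medium is quantified by luminescence.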
Numbers without * were called inactive; u = inconclusive; x = not tested or not shown; [ ] = another dose, or the depositor's remark. Unless noted, calls come from the whole dose curve; as a rule, active = well fitted curve in the direction sought with a large enough effect; inconclusive = small, poorly fitted or top-dose-only effect, or another doubt; inactive = no such curve, though single readings can be large; an effect the other way counts as inactive or inconclusive.

1) COc1ccc(NC(=S)Nc2ccc(S(N)(=O)=O)cc2)c(OC)c1
2) Cn1cc(Br)c(C(=O)NC(=S)Nc2ccc(S(N)(=O)=O)cc2)n1
3) Cc1ccc(S(=O)(=O)N(CC(=O)NCC2CCCO2)c2cccc([N+](=O)[O-])c2)cc1 (stereo unspecified)
4) COc1ccc(-c2csc(NC(=O)CC(C)C)n2)cc1
5) COc1cccc(OCc2cc(/C=N/n3cncn3)ccc2OC)c1
6) C=CCn1c(=N)c(S(=O)(=O)c2ccc(C)c(C)c2)cc2c(=O)n3ccccc3nc21
7) Clc1ccc(C2[C@H]3CN(Cc4cccnc4)[C@H](c4ccccc4)C34CC2(c2cccnc2)C4)cn1 (stereo partly specified)
8) CC(C)NC(=O)N(C)C[C@H]1Oc2ccc(NS(=O)(=O)c3ccc(F)cc3)cc2C(=O)N([C@H](C)CO)C[C@@H]1C
9) Cc1ccc(N2CC(O)Cn3c2nc2c3c(=O)n(C)c(=O)n2C)cc1 (stereo unspecified)
10) Cc1c(Cl)cnc(NC(=O)COC(=O)c2ccncc2)c1Cl

Compound	1	2	3	4	5	6	7	8	9	10
EPAC1 antagonist	-16%	9%	0%	-17%	-14%	-17%	7%	-3%	u	-16%
Abeta yeast res	-10%	-12%	21%	1%	-2%	x	4%	6%	-2%	-18%
PLK1 PBD inh	-19%	u	0%	-13%	-2%	-4%	-15%	-16%	-5%	-24%
WRN helicase inh	-7%	-4%[57.1 µM]	3%	-3%	9%	4%	3%	12%	0%	u
IL2 activator	0.5	-0.2	-0.3	-3.3	0.6	9.8	-0.1	0.1	-1.5	0.0
FUS yeast rescue	25%	-4%	-12%	22%	22%	0%	7%	1%	-17%	x
PI5P4K alpha inh	1	3	0	2	-2	-3	-6	-2	-3	u
EPAC1 ag	6%	1%	-1%	4%	10%	0%	5%	7%	3%	7%
aSyn yeast inh	-2%	-6%	-2%	-12%	12%	7%	8%	3%	2%	-7%

11) CCOC(=O)c1cc(=O)n2c(nc3ccccc32)[nH]1
12) Nc1c(Cl)cc2c(c1Oc1ccccc1)C(=O)c1ccccc1C2=O
13) CCN(CC)C1Oc2cc3c(cc2C(c2cc(OC)c(O)c(OC)c2)C1C)OCO3 (stereo unspecified)
14) COc1ccc(CC(N)c2csc(NC(=O)Nc3ccc(C(C)C)cc3)n2)cc1 (stereo unspecified)
15) Cc1ccc(C(C(=O)NC2CCCCC2)N(CC2CCCO2)C(=O)CCCC(=O)Nc2ccccn2)cc1 (stereo unspecified)
16) CN1c2ccccc2-c2ccccc2S1(=O)=O
17) CN(C)C(=C(C#N)C#N)N1CCN(c2ccc(Cl)c(Cl)c2)CC1
18) COC(=O)CSc1nc(C)c(C(C)=O)cc1C#N
19) Cc1cc(Cl)c(S(=O)(=O)NCc2ccccc2)cc1OCC(N)=O
20) Cn1cccc1C(=O)NCC(c1ccc(F)cc1)N1CCOCC1 (stereo unspecified)

Compound	11	12	13	14	15	16	17	18	19	20
EPAC1 antagonist	-5%	7%	-1%	-16%	-11%	0%	10%	-4%	-27%	14%
Abeta yeast res	-3%	-17%	8%	10%	7%	9%	9%	-10%	-7%	5%
PLK1 PBD inh	-4%	2%	2%	-6%	-3%	-10%	1%	-7%	-6%	-12%
WRN helicase inh	3%	-24%	0%	-7%	6%	2%	-1%	1%	-4%	2%
IL2 activator	0.6	1.7	-2.4	-0.8	-1.0	-0.2	-2.4	-4.2	-0.3	-2.6
FUS yeast rescue	-12%	1%	x	32%	23%	-25%	22%	17%	17%	31%
PI5P4K alpha inh	-14	x	-3	-9	-2	-1	2	x	1	16
EPAC1 ag	2%	14%	3%	-5%	-11%	-8%	13%	4%	0%	-4%
aSyn yeast inh	-17%	0%	6%	-25%	6%	11%	5%	-14%	3%	-1%

21) CN(C)S(=O)(=O)c1cccc(NC(=O)COC(=O)c2cccnc2Cl)c1
22) O=[N+]([O-])c1ccc(COc2ccc(CN3CCCC3)cc2)cc1
23) COc1ccc(-c2cc(C(=O)OCc3ccccn3)c3ccccc3n2)cc1
24) O=S(=O)(NNc1cccc(Cl)n1)c1ccc(Cl)cc1
25) Cn1c(N)c(C(=O)CSc2nnc(Cc3cccs3)n2C2CC2)c(=O)n(C)c1=O
26) CCn1c(-c2ccccc2)csc1=Nc1ccc(O)cc1
27) COc1ccc(NC(=O)C2CCCN2C(=O)NCc2ccccc2)c(OC)c1 (stereo unspecified)
28) Cc1ccc(CNC(=O)COC(=O)c2nc(-c3ccccc3)oc2C)cc1
29) CN(CC(=O)NC1CCN(Cc2ccccc2)CC1)S(=O)(=O)c1ccc(Cl)cc1
30) CNc1nc(NC)nc(NNC(=O)c2ccccc2)n1

Compound	21	22	23	24	25	26	27	28	29	30
EPAC1 antagonist	11%	11%	u	0%	3%	-26%	0%	-14%	1%	11%
Abeta yeast res	6%	0%	-9%	u	2%	5%	7%	-12%	11%	-4%
PLK1 PBD inh	0%	-8%	-16%	-18%	4%	-6%	-17%	1%	2%	-1%
WRN helicase inh	10%	-9%	-35%	5%	-8%	-15%	-3%	6%	0%	4%
IL2 activator	-0.8	0.6	-6.8	1.0	0.3	-3.3	-1.3	2.3	0.0	-0.6
FUS yeast rescue	5%	5%	40%	-5%	x	x	2%	-2%	-6%	x
PI5P4K alpha inh	-3	-1	24	1	4	3	4	-5	8	18
EPAC1 ag	-6%	-17%	11%	-2%	-8%	1%	0%	-9%	5%	8%
aSyn yeast inh	2%	0%	16%	7%	-1%	-1%	0%	1%	2%	3%

31) O=C(CCCn1c(=S)[nH]c2ccccc2c1=O)NC1CCCCC1
32) O=C(Nc1ccc2c(c1)C(N1CCOCC1)c1ccccc1-2)C(F)(F)F (stereo unspecified)
33) Cc1onc(-c2ccccc2Cl)c1C(=O)O/N=C(\N)c1ccc([N+](=O)[O-])o1
34) Cc1cc(C)c(C#N)c(SCC(=O)Nc2ccc(S(=O)(=O)Nc3onc(C)c3C)cc2)n1
35) O=C(CSC1=NS(=O)(=O)c2ccccc2N1)Nc1nccs1
36) O=C(CCN1C(=O)COc2ccccc21)NCCC1=CCCCC1
37) COC(=O)c1c(NC(=O)c2ccco2)sc2c1CCC2
38) CCOC(=O)Cn1cnc2c(nnn2-c2ccc(OC)cc2)c1=O
39) COc1ccc(-n2nc([N+](=O)[O-])c(=NCCc3ccc(C)cc3)n2O)cc1
40) CC(Oc1ccc2ccc(=O)oc2c1)C(=O)NCC1CCC(C(=O)O)CC1 (stereo unspecified)

Compound	31	32	33	34	35	36	37	38	39	40
EPAC1 antagonist	5%	-11%	-5%	-3%	5%	8%	-4%	1%	8%	7%
Abeta yeast res	-4%	-1%	1%	-7%	14%	-1%	-1%	7%	6%	6%
PLK1 PBD inh	-9%	7%	-5%	-6%	-19%	-3%	-14%	-6%	-7%	6%
WRN helicase inh	8%	-11%	-3%	1%	-11%	-4%	4%	1%	-1%	-2%
IL2 activator	-1.8	-0.6	-0.5	-2.8	1.5	-0.9	0.0	-0.6	-3.2	0.4
FUS yeast rescue	5%	11%	18%	-6%	15%	28%	-4%	7%	-1%	-18%
PI5P4K alpha inh	0	3	1	-8	-10	x	16	x	0	-4
EPAC1 ag	7%	-15%	10%	-15%	3%	5%	2%	-3%	3%	-8%
aSyn yeast inh	x	-11%	-16%	-2%	0%	3%	-3%	4%	0%	1%

Overlap with the part before: 2 compounds, followed by the next part.
39) COc1ccc(-n2nc([N+](=O)[O-])c(=NCCc3ccc(C)cc3)n2O)cc1
40) CC(Oc1ccc2ccc(=O)oc2c1)C(=O)NCC1CCC(C(=O)O)CC1 (stereo unspecified)
41) CCN(CC)CC(=O)N1N=C(c2cccs2)CC1c1ccco1 (stereo unspecified)
42) C/C(CC1CC(C)OC1=O)=N\NC(N)=S (stereo unspecified)
43) COc1ccc(CCNC(=O)c2cc(=O)c3cc(C)ccc3o2)cc1
44) Cc1ccc(NS(=O)(=O)c2ccc(C(=O)NCc3ccc(S(N)(=O)=O)cc3)cc2)cc1
45) CCOC(=O)c1oc2ccccc2c1NC(=O)c1ccc(S(=O)(=O)N(C)C)cc1
46) CC(NC(=O)CCc1nnc(-c2ccc(-c3ccccc3)cc2)o1)c1nccs1 (stereo unspecified)
47) CCc1ccc(C2C(=O)c3ccccc3C2=O)cc1
48) O=C1CSC(=S)N1Nc1ccccc1
49) Cc1ccc(-c2cc(C(=O)OCC(=O)N(C)C3CCS(=O)(=O)C3)c3ccccc3n2)c(C)c1 (stereo unspecified)

Compound	39	40	41	42	43	44	45	46	47	48	49
EPAC1 antagonist	8%	7%	7%	-3%	-13%	-1%	5%	8%	14%	1%	1%
Abeta yeast res	6%	6%	10%	-13%	-14%	12%	-1%	5%	13%	22%	29%
PLK1 PBD inh	-7%	6%	-8%	-3%	-12%	u	3%	-1%	-1%	-29%	-5%
WRN helicase inh	-1%	-2%	-2%	-5%	-8%	-18%	-15%	0%	0%	u	-3%
IL2 activator	-3.2	0.4	0.9	0.8	-2.3	-4.8	-2.2	0.3	1.5	0.2	-0.3
FUS yeast rescue	-1%	-18%	12%	-22%	26%	x	18%	19%	-3%	24%	u
PI5P4K alpha inh	0	-4	2	-4	-21	7	x	8	5	-21	2
EPAC1 ag	3%	-8%	0%	5%	4%	3%	-1%	-1%	1%	-1%	-1%
aSyn yeast inh	0%	1%	4%	11%	-3%	1%	-6%	2%	0%	-1%	4%

Three compounds out of the list, ordered by SMILES length, lowest first:
47) CCc1ccc(C2C(=O)c3ccccc3C2=O)cc1
41) CCN(CC)CC(=O)N1N=C(c2cccs2)CC1c1ccco1 (stereo unspecified)
43) COc1ccc(CCNC(=O)c2cc(=O)c3cc(C)ccc3o2)cc1

Compound	47	41	43
EPAC1 antagonist	14%	7%	-13%
Abeta yeast res	13%	10%	-14%
PLK1 PBD inh	-1%	-8%	-12%
WRN helicase inh	0%	-2%	-8%
IL2 activator	1.5	0.9	-2.3
FUS yeast rescue	-3%	12%	26%
PI5P4K alpha inh	5	2	-21
EPAC1 ag	1%	0%	4%
aSyn yeast inh	0%	4%	-3%

Screens (PubChem BioAssay)
